S1P2 ag: agonists of human S1P2 receptor; O95136; S1P2-expressing cell line, agonist reporter read-out; activation, % at 4.5 µM; actives 0.46% (n = 97,000); in the data active = activation above about 16%;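 also: 0% = vehicle low control and 100% = maximal reference agonist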
PostGolgi yeast: growth inhibition of a yeast mutant, post-Golgi transport screen; AID 739; post-Golgi transport phenotypic cell assay; inhibition, % at 10 µM; actives 0.9% (n = 98,000);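 also: yeast cells grown in 1536-well plates; yeast grown about 18 h at 30C before absorbance read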
PLAP act: activates human placental alkaline phosphatase | activation fold at 20 µM | purified PLAP enzyme, luminescent substrate read-out; stronger effect = higher value | actives 1.2% (n = 96,000) | P05187; in the data active = activation fold above about 2
Mac1 fbg inh: inhibitors of human CD11b/CD18 binding to fibrinogen. P05107+P11215. AID 1497. actives 0.54% (n = 93,000). inhibition, % at 10 µM. K562 CD11b/CD18 adhesion to fibrinogen, ATPlite luminescence; Mn2+ added to activate the integrin;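 active = primary inhibition of 50% or more at 10 µM, then 40% or more on retest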; also: some results filed as inactive read as strong as hits
Target sequence (P05107 whole entry, looked up, other chains not shown): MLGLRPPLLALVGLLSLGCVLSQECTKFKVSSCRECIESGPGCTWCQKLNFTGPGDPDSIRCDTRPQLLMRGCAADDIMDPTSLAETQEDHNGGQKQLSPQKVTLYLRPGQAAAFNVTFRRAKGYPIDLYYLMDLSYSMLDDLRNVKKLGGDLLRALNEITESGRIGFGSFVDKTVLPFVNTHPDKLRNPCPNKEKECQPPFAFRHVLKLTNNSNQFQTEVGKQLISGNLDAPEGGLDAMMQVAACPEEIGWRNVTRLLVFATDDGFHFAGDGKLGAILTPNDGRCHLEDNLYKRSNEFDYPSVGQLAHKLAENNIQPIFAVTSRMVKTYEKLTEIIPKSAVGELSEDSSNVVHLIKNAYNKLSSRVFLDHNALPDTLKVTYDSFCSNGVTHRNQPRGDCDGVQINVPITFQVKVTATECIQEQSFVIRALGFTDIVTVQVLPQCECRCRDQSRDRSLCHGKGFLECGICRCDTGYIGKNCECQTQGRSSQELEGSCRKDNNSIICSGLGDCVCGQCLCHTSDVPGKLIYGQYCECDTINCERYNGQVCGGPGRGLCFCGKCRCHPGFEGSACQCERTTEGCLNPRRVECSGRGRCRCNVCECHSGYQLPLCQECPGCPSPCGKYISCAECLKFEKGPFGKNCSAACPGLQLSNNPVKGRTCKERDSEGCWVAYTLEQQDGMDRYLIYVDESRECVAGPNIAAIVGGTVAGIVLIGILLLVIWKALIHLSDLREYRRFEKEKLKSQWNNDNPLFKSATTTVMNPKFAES
sEH activator: activators of human soluble epoxide hydrolase; purified human sEH enzymatic activity, activator screen; activation, % at 2 µM; actives 0.04% (n = 91,000); P34913; in the data active = activation above about 37%; also: values of inactives mirror those of a sister screen read the other way
S1P2 antag: blocks the human S1P2 receptor. cell-based S1P2 antagonist assay, inhibition at 5 uM. AID 736. actives 0.21% (n = 97,000). inhibition, % at 5 µM. O95136; in the data active = inhibition above about 45%;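 also: CRE beta-lactamase reporter cells expressing human S1P2 stimulated with S1P; 0% = agonist at EC80 alone and 100% = agonist plus reference antagonist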
PostGolgi ctrl: inhibits growth of the yeast control strain; efflux-deficient yeast background strain, growth absorbance A615, 16 h; AID 738; inhibition, % at 10 µM; actives 5% (n = 98,000)
Ecoli WT expand: E. coli BW25113 growth inhibition, expanded screen | OD600 absorbance | growth inhibition, % at 100 µM | actives 0.15% (n = 98,000) | AID 710;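 active = growth inhibition above about 50% at one test dose, limit read from the data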;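 also: growth measured after 20 h incubation at 37 °C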
sEH inhibitor: soluble epoxide hydrolase (human) inhibition; P34913; recombinant human sEH enzymatic activity assay; inhibition, % at 2 µM; actives 0.34% (n = 91,000); in the data active = inhibition above about 80%; also: values of inactives mirror those of a sister screen read the other way; many of its hits are not listed in these tables
Numbers without * were called inactive; . = not tested or not shown. Rule as the data show it, unless noted: active = inhibition above about 30%; inactive = the rest.

Value order – S1P2 ag	PostGolgi yeast	PLAP act	Mac1 fbg inh	sEH activator	S1P2 antag	PostGolgi ctrl	Ecoli WT expand	sEH inhibitor
CSC(=NC#N)N1CCN(c2ccccc2)CC1
    -5	1	1	19	6	5	2	-3	-4
CCCCOc1cccc(-c2cc(C(=O)NNC(=S)NCC)c3ccccc3n2)c1
    -4	23	1.1	74	-5	-15	14	3	7
CCc1cc(=O)oc2cc(OCC(=O)O)c(Cl)cc12
    21*	-4	1	-4	-5	-7	4	-3	7
CCN(C(=O)Nc1ccccc1OC)c1c(N)n(Cc2ccccc2)c(=O)[nH]c1=O
    -2	-16	0.9	3	-2	-12	10	0	0
COc1cc(C(=O)Nc2sc(C(=O)N3CCOCC3)c(C)c2C#N)cc(OC)c1OC
    -6	-6	0.8	-10	3	-2	6	0	-5
CC(C)c1nnc(NC(=O)c2cccs2)s1
    -2	-3	1.1	-39	.	-4	13	1	.
CCOC(=O)NC(=O)CSc1nnnn1-c1ccc(Cl)cc1
    1	10	.	.	-7	11	12	-4	5
CCCn1cc2c(c1-c1cccc(C)c1)c(=O)n(C)c(=O)n2C
    -9	3	1.3	-3	-11	-4	-2	3	11
O=C(NCC1CCCO1)C1CC(=O)N(c2ccc(F)c(Cl)c2)C1 (stereo not drawn)
    -5	4	1.1	-6	4	23	0	9	-5
O=C(CC1Sc2ccccc2NC1=O)OC(C(=O)NCCc1ccccc1)c1cccnc1 (stereo not drawn)
    -3	5	1.1	.	0	-8	3	-3	0
CCOC(=O)N1CCN(c2c(NCc3ccccn3)c(=O)c2=O)CC1
    -6	-2	0.9	1	.	-8	31*	2	.
COc1cc(-c2cc(C(=O)N3CCN(c4ccccn4)CC3)c3ccccc3n2)cc(OC)c1OC
    -4	-4	.	.	-2	1	1	-12	0
CCOC(=O)C1=C(C)OC(N)=C(C#N)C1c1ccsc1 (stereo not drawn)
    -7	13	0.9	9	-11	8	-6	3	12
Cc1c(C(=O)OCC(C)C)[nH]c2c1C(=O)CC(c1ccco1)C2 (stereo not drawn)
    -1	-4	1.1	23	-2	2	8	-8	2
Cc1noc(C)c1C(=O)OCC(=O)NC(c1ccccc1)c1ccccc1
    -5	-6	1	.	.	20	23	-7	.
c1ccc(CNc2ncnc3c2oc2ccccc23)nc1
    0	-2	0.9	-10	-11	-3	5	3	11
C=CCNCCOCCOc1ccc(C)cc1[N+](=O)[O-]
    -3	2	0.9	5	-6	-3	6	1	10
O=C(Cc1c(O)c2ccccc2[nH]c1=O)NCc1ccccc1F
    -2	-1	1	40	8	10	11	3	-9
CCOC(=O)N1CCN(CCC(=O)Nc2ccc(C)c(Br)c2)CC1
    -8	-4	1.3	-13	-17	4	-3	19	16
CCc1c(C)sc(NC(=O)c2cc(CC(C)C)on2)c1C#N
    0	-7	0.9	-3	-7	-8	0	-4	6
Cn1c2c(c(=O)n(C)c1=O)C1(C(=O)Nc3ccccc31)C(C#N)=C(N)O2 (stereo not drawn)
    -5	1	1	.	0	-5	5	3	-3
Cc1cc(C)nc(N2CCC(CNC(=O)CCc3ccccc3)CC2)n1
    -5	-11	1.5	2	-19	-3	3	1	20
CCCc1cc(=O)oc2cc(Oc3ncccn3)ccc12
    -8	-2	1.3	-5	3	17	5	1	-1
CCC(=O)Oc1ccc(C(=O)Nc2ccc3c(c2)C(=O)N(C2CCCCC2)C3=O)cc1
    -2	-4	0.8	-30	-9	-13	7	-12	9
CCSc1nc2ccccc2n1C(=O)/C=C\c1ccc(OC)c(OC)c1
    -6	-2	1.1	33	0	20	-1	-2	2
COc1cc(-c2noc(CCC(=O)Nc3cccnc3)n2)cc(OC)c1OC
    -4	-1	1.1	-6	12	-13	-1	2	-13
O=P(O)(CN1CCCCCC1)CN1CCCCCC1
    -6	9	0.9	-5	10	-5	9	-5	-8
O=C(CN1C(=O)NC2(CCCCCC2)C1=O)c1ccc2c(c1)OCCO2
    -6	0	0.7	-19	10	3	3	2	-6
O=S(=O)(NCCNS(=O)(=O)c1ccccc1)c1ccccc1
    -5	2	0.8	3	-13	0	-3	12	15
CCC(=O)Nc1cccc2c1C(=O)N(C)C2=O
    -2	.	.	.	2	-12	.	.	-1
CC(C)NC(=O)c1ccccc1NC(=O)CN(c1ccc2c(c1)OCO2)S(C)(=O)=O
    -2	-4	0.9	-7	-3	-5	-2	3	-2
Nc1nc(-c2ccc(Br)s2)c(Br)s1
    1	-1	1	-8	10	-6	51*	0	-7
COC(=O)c1cccc(-n2cnnn2)c1
    -2	.	.	.	0	-14	.	.	6
COc1ccc(C(=O)Sc2ccc(C)cc2)cc1OC
    -4	-2	1	-35	9	17	7	-3	-6
Clc1ccc(Cn2ncc3c(NCc4ccccc4)ncnc32)cc1
    -4	-6	0.9	-1	2	5	41*	-7	-6
CCOC(=O)C1CCCN(CC(O)COc2ccc(OC)cc2C(C)(C)C)C1 (stereo not drawn)
    -8	1	1.4	2	15	-10	7	-7	-13
O=C(CN1CCOCC1)Nc1ccc(Br)cn1
    -6	-5	0.8	-15	-6	-5	-4	2	6
COc1ccc(CCNC(=O)c2cc(-c3cc(C)ccc3O)n[nH]2)cc1OC
    0	-13	2.9*	-9	2	-17	9	3	0
C=CCn1c(CCNC(=O)c2ccc(Cl)c(Cl)c2)nnc1SCCOc1ccc(OC)cc1
    -8	-5	1.3	.	0	8	18	-7	4
COc1ccccc1C(=O)Nc1nnc(C)s1
    -1	-7	0.8	8	0	-5	10	0	1

Ordered by SMILES length (lowest first): some entries from above
Value order – S1P2 ag	PostGolgi yeast	PLAP act	Mac1 fbg inh	sEH activator	S1P2 antag	PostGolgi ctrl	Ecoli WT expand	sEH inhibitor
COc1ccc(C(=O)Sc2ccc(C)cc2)cc1OC
    -4	-2	1	-35	9	17	7	-3	-6
CCOC(=O)C1CCCN(CC(O)COc2ccc(OC)cc2C(C)(C)C)C1 (stereo not drawn)
    -8	1	1.4	2	15	-10	7	-7	-13
CC(C)NC(=O)c1ccccc1NC(=O)CN(c1ccc2c(c1)OCO2)S(C)(=O)=O
    -2	-4	0.9	-7	-3	-5	-2	3	-2

Further structures follow:
Value order – S1P2 ag	PostGolgi yeast	PLAP act	Mac1 fbg inh	sEH activator	S1P2 antag	PostGolgi ctrl	Ecoli WT expand	sEH inhibitor
COc1cc(C2C(C#N)=C(N)OC3=C2C(=O)CCC3)ccc1OC(=O)N1CCOCC1 (stereo not drawn)
    -1	0	1.3	-9	-4	-5	-6	0	4
O=C(CSCc1ccco1)Nc1cc(C(F)(F)F)ccc1N1CCOCC1
    -7	0	1.6	8	0	-23	4	-1	2
CN(C)/C=N/c1sccc1C(N)=O
    -4	1	1	-2	-19	-8	-7	-2	21
CON(c1nc(N(C)C)nc(N(C)C)n1)S(=O)(=O)c1ccccc1Cl
    -6	-5	1.2	.	3	3	13	12	-3
CCOC(=O)COc1ccc2c(c1)C(=O)CC1(CCCCC1)O2
    -2	12	0.9	-3	-11	-12	8	6	10
O=C(NC1CCCCCCC1)C1CCN(S(=O)(=O)N2CCC3(CC2)OCCO3)CC1
    -5	12	1.3	.	-88	10	8	4	88*
CC(=O)N1CCc2cc(C(=O)CN3CCC(C)CC3)ccc21
    -2	-4	1.4	-7	.	11	3	6	.
O=C(CSc1nnc(-c2ccc(S(=O)(=O)N3CCCC3)cc2)o1)NCc1ccco1
    -6	-3	1.4	-9	-36	14	-1	-7	37
O=C(c1ccc(Cl)c(S(=O)(=O)Nc2ccc(F)cc2)c1)N1CCN(c2ccccn2)CC1
    -7	-10	1.4	.	.	9	23	-1	.
CCOC(=O)c1cc(C(=O)c2cccs2)n2ccc(C(C)=O)cc12
    -3	1	0.7	-24	8	-6	82*	-11	-7
COc1ccc(N(CC(=O)NC2CCCC2)C(=O)Cn2nnc(-c3ccc(F)cc3)n2)cc1OC
    -5	1	1	-14	.	-11	1	-4	.
CCOc1cc(C(=O)Nc2ccc(S(=O)(=O)Nc3cc(C)on3)cc2)cc(OCC)c1OCC
    -1	-5	1	2	4	28	6	8	-5
COc1ccccc1NC(=O)C(NC(=O)OC(C)(C)C)C(C)OCc1ccccc1 (stereo not drawn)
    -3	2	1.4	.	6	8	18	-10	-6
CN1C(=O)C(=O)N(CC(=O)N2CCc3ccccc32)C1=O
    -3	5	0.9	-11	10	8	8	3	-7
N#CCn1nnc(-c2ccc3c(c2)OCO3)n1
    -7	0	1	6	3	20	2	2	-3
CCC(=O)N1CCc2cc(S(=O)(=O)NCCC(=O)Nc3cc(C)cc(C)c3)ccc21
    -7	-1	1.1	18	.	9	5	-12	.
C=CCOC(=O)N1CCN(c2cccc(C(F)(F)F)c2)CC1
    -8	-7	1.5	9	4	-4	16	10	-4
Cc1cc(NC(=O)CSc2nnc(-c3ccco3)o2)no1
    -4	2	1.1	-11	17	-9	6	14	-23
CCS(=O)(=O)NCc1ccc2[nH]c3c(c2c1)CCCC3
    -4	2	1.4	-39	2	20	18	8	-1
O=S(=O)(c1cccc(-c2nnc(-c3cccnc3)o2)c1)N1CCCCC1
    0	.	.	.	7	-13	.	.	-3
CCOC(=O)C1CCCN(C(=O)C2CC(=O)N(c3ccc(C)cc3)C2)C1 (stereo not drawn)
    -3	-3	1.4	-5	-12	22	5	-3	7
COc1ccc(OC)c(NC(=O)CSc2nnc(CNC(=O)COc3ccc(Cl)cc3)o2)c1
    -4	1	1.1	-17	5	26	12	9	-1
CC(=O)Oc1ccc(C(=O)Nc2cc(C)ccc2NC(=O)COc2ccccc2)cc1
    -8	-1	0.9	.	4	18	1	-5	-2
CCOc1cccc(C(=O)Nc2ccccc2OC(F)F)c1
    -3	-8	1	0	10	-2	2	-2	-9
CC(=O)NC12CC3CC(C)(C1)CC(NC(C)=O)(C3)C2
    -4	-6	1	14	-3	-2	-4	-5	2
Nc1c(N)c2ccccc2oc1=O
    -5	-8	1.1	-2	-11	-5	-9	-10	10
COc1ccc(S(=O)(=O)Nc2ccc(F)c(F)c2)cc1Cl
    -3	11	1.3	24	4	-13	9	24	0
Cc1ccc(N2CC(C(=O)NCCC(C)C)CC2=O)cc1 (stereo not drawn)
    -8	-3	.	.	-2	-2	2	7	3
Cc1ccc(Oc2ncc(CN3CC(C)OC(C)C3)s2)cc1 (stereo not drawn)
    -7	9	1.2	.	-4	-4	7	1	7
CCCSc1nc(N)cc(=O)[nH]1
    .	-4	1.1	-24	.	.	1	6	.
Cc1cccc(-c2cc3nc4c(c(N5CCC6(CC5)OCCO6)n3n2)CCCC4)c1
    -2	.	.	.	6	3	.	.	-8

Screening data from PubChem BioAssay.
